Screening results from PubChem BioAssay.
RAD52 inh – RAD52 DNA annealing inhibitors, primary screen, biochemical, FRET, single point, set 2; DNA repair protein RAD52 homolog (Homo sapiens), P43351; recombinant RAD52 DNA annealing, FRET fluorescence; inhibition, % at 18.7 µM; 360,000 tested, 0.46% active;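 active = every replicate showing at least 50% inhibition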
ARNT TACC3 PPI – disruptors of ARNT/TACC3 protein interaction, primary screen, biochemical, AlphaScreen, single concentration; Transforming acidic coiled-coil-containing protein 3 (Homo sapiens), Q9Y6A5; AlphaScreen His-ARNT PAS-B/GST-TACC3 binding, luminescence; TACC3 fragment carries E629A point mutation; inhibition, % at 9.99 µM; 390,000 tested, 0.66% active;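 active = mean inhibition of replicates at least 50% and at least half of replicates each reaching 50%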;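 also: 0% = complete ARNT plus TACC3 wells and 100% = ARNT alone without TACC3; many hits fall short of the cut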
Xi reactivation – activators of inactive X chromosome reactivation, primary screen, imaging, XiGFP fibroblasts, GFP high-content imaging, set 2 | XiGFP mouse fibroblasts, % GFP-positive cells imaging, 3 d; cells co-treated with 5-aza-dC sensitizer; scaled so ellipticine positive control = 100% | activation, % at 7.58 µM | 360,000 tested, 0.055% active | AID 743238, 2013;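 active = mean normalized replicate activation at least 10% and every replicate at or above 10%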;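 also: 0% = median of on-plate neutral control wells and 100% = ellipticine 6 µM median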
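assay system = SV40-immortalized XiGFP fibroblast cells, line 68-5-11 | buffer or medium = DMEM plus 5-aza-dC sensitizer | doses = single-point pinned compound dosing | times = 3-day compound exposure, then 15 min fixation at room temperature | benchmarks = positive control ellipticine, 6 µM final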
RAD54 inh – inhibitors of human RAD54 branch migration, primary screen, biochemical, fluorescence, single point | DNA repair and recombination protein RAD54-like (Homo sapiens), Q92698 | RAD54 Holliday junction branch migration, FAM/BHQ fluorescence | inhibition, % at 10.4 µM | 360,000 tested, 0.14% active | AID 602329, 2012;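 active = mean normalized replicate activity at least 40 and at least half of replicates scoring 40 or more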;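 also: 0% = median of neutral control wells and 100% = median of positive control wells; inhibitors cause a drop in the FAM fluorescence signal; in these data hits start at about 50%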
ERAP1 inh – human ERAP1 aminopeptidase inhibitors, primary screen, biochemical, single point, plate reader; Endoplasmic reticulum aminopeptidase 1 (Homo sapiens), Q9NZ08; recombinant ERAP1, Leu-AMC fluorescence, 60 min; inhibition, % at 10.7 µM; 340,000 tested, 0.15% active;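 active = mean replicate inhibition of at least 30%, or all replicates individually reaching that 30% level; inactive = mean below 30% and not every replicate reaching it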;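 also: 0% = neutral control wells and 100% = L-leucinethiol positive control wells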
Target sequence (Q9NZ08 whole entry, looked up): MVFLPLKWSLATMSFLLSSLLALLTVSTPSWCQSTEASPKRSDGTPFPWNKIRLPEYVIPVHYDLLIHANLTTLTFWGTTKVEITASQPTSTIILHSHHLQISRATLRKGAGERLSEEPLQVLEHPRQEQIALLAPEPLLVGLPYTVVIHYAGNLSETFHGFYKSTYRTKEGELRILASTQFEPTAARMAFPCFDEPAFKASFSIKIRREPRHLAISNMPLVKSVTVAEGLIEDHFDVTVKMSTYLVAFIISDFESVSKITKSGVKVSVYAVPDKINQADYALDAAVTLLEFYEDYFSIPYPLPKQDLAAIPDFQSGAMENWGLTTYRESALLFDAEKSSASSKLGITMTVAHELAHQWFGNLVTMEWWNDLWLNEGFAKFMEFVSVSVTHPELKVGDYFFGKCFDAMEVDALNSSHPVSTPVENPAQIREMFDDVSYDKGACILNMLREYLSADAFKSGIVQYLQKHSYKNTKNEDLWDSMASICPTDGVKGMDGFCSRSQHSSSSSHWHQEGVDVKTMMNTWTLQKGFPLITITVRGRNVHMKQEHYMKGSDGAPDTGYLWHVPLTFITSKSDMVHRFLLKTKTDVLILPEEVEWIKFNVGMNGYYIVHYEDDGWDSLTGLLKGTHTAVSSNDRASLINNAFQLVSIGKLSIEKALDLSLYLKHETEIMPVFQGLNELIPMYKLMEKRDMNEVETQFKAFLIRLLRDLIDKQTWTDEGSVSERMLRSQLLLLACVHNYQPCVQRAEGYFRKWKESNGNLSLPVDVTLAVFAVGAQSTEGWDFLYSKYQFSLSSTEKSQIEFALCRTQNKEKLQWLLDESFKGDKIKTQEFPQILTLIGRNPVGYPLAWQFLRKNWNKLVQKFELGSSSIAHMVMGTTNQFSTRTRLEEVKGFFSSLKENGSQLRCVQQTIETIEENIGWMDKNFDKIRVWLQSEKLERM
F508del corr – F508del CFTR correction, initial screen, CFBE line, single point; 350,000 tested, 0.36% active; CFBE cells, YFP halide quenching; stimulated with forskolin plus potentiator P3; % fluorescence drop versus neutral controls; activity (quench increase), % at 7.58 µM;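 active = mean added fluorescence quench of at least 8% versus neutral control, with both replicates also reaching 8%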;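 also: cells transiently co-express mutant CFTR-F508del with the halide-sensitive YFP; corrector assay measuring rescue of mutant channel to the surface after 24 h compound exposure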
GSIS activator – GLuc luminescence reporter in INS-1E cells, primary screen for activators of glucose-dependent secretion of insulin. INS-1E GLuc reporter insulin secretion, 2-3 h. activation, % at 16.6 µM. 370,000 tested, 0.61% active. AID 743287, 2014;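 active = lowest replicate activation of at least 40%, so every replicate reaches that level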;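 also: 0% = median of neutral control wells and 100% = median of IBMX positive control wells; some compounds called inactive have numbers as strong as hits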
esBAF inh – Bmi1 luciferase reporter increase in mESCs, primary screen, esBAF inhibitor project, mouse ES cells, Bmi1 luciferase knock-in, single point | 24 h; 100% = twice the neutral-well signal | reporter increase, % at 12.5 µM | 350,000 tested, 2% active | AID 602393, 2012; in the data active = activation above about 40%;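 also: 0% = median of the plate's neutral control wells and 100% = double that signal; a rise in the Bmi1 reporter signal indicates esBAF inhibition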
* marks the source's active call; other numbers are inactive results.

O=C(Nc1ccccc1Cl)c1ccc(C(=O)Nc2ccccc2Cl)cc1 was read as RAD52 inh -6.2, ARNT TACC3 PPI -9.4, Xi reactivation -0.2, ERAP1 inh 2.2 and F508del corr 2.0.
`COc1ccc(/C=C(\C#N)C(=O)Nc2cc(S(=O)(=O)N3CCOCC3)ccc2N2CCCC2)cc1` gave RAD52 inh -11.9, Xi reactivation 0.0, RAD54 inh -2.5, ERAP1 inh 1.3, GSIS activator -11.0 and esBAF inh -1.1.
For CO[C@H]1CN(C)C(=O)c2ccc(NC(=O)NC(C)C)cc2OC[C@@H](C)N(Cc2ccc(-c3ccccn3)cc2)C[C@H]1C the results were RAD52 inh -9.3, ARNT TACC3 PPI 4.8, Xi reactivation -0.1, RAD54 inh -12.4, ERAP1 inh 1.2, F508del corr 1.5, GSIS activator -8.7 and esBAF inh -7.5.
O=C(NC(=O)N1CCN(c2cccc(Cl)c2)CC1)c1ccccc1 was read as ARNT TACC3 PPI -3.1, RAD54 inh 1.2, GSIS activator -9.3 and esBAF inh 8.6.
Screening CCN(C(=O)CN1c2ccccc2CC1C)c1c(N)n(Cc2ccccc2)c(=O)[nH]c1=O (stereo unspecified) returned RAD52 inh -53.8, ARNT TACC3 PPI -3.0, Xi reactivation 0.1, ERAP1 inh -2.5, F508del corr 0.5 and GSIS activator 2.3.
COc1ccc(-c2nc3ccccc3n2Cc2ccccc2)cc1 was read as ARNT TACC3 PPI -3.7, RAD54 inh -0.8, GSIS activator -18.7 and esBAF inh 6.3.
Screening C=CC[C@@H](CC(=O)N[C@H](CO)Cc1ccccc1)C(=O)N[C@@H](COC(=O)[C@@H](CC=C)Cc1ccc(F)cc1)Cc1c[nH]c2ccccc12 returned RAD52 inh -13.4, ARNT TACC3 PPI -2.4, Xi reactivation 0.4, RAD54 inh -2.4, ERAP1 inh 2.1, F508del corr 2.6, GSIS activator -8.2 and esBAF inh 3.9.
COc1ccc(S(=O)(=O)NNC(=O)C2CC(c3cccnc3)=NO2)cc1 (stereo unspecified) was read as RAD52 inh -1.2, ARNT TACC3 PPI 6.1, Xi reactivation 0.0, ERAP1 inh -2.1, F508del corr 0.0, GSIS activator 1.7 and esBAF inh 8.8.
`O=C(Cc1ccc(Cl)cc1Cl)NC1CCCCCC1` gave RAD52 inh -4.3, ARNT TACC3 PPI 26.0, Xi reactivation 0.2, RAD54 inh -0.9, ERAP1 inh -5.4, F508del corr 3.8, GSIS activator 5.8 and esBAF inh 4.1.
For N#C/C(=C(/O)CO/N=C/c1ccccc1Cl)c1nc2ccccc2[nH]1 the results were RAD52 inh -17.2, ARNT TACC3 PPI -6.0, Xi reactivation 0.0, ERAP1 inh 0.3 and F508del corr 0.9.
Screening C[C@H](CO)N1C[C@H](C)[C@@H](CN(C)CC2CC2)OCCCC[C@H](C)Oc2ccc(NC(=O)CCC(F)(F)F)cc2C1=O returned RAD52 inh 23.9, ARNT TACC3 PPI -1.9, Xi reactivation 0.8, RAD54 inh 0.7, ERAP1 inh -0.8, F508del corr -1.2, GSIS activator 16.6 and esBAF inh 2.2.
Cc1ccc(C)c(S(=O)(=O)Nc2cc3c4c(c2)CCN4C(=O)CC3)c1 was read as RAD52 inh 4.9, ARNT TACC3 PPI -1.1, Xi reactivation 0.0, RAD54 inh -1.8, ERAP1 inh 1.9, F508del corr 5.6, GSIS activator 11.0 and esBAF inh -11.1.
Screening COc1ccc([C@@H]2C[C@H](c3ccccc3)Oc3cc(OC)c(OC)c(OC)c32)cc1 returned RAD52 inh -2.3, ARNT TACC3 PPI 1.6, Xi reactivation -0.1, RAD54 inh 20.9, F508del corr 1.4, GSIS activator 0.7 and esBAF inh -7.9.
`C=CCN1C(=O)[C@]2(O[C@H](CCO)[C@@H]([Si](C)(C)c3ccc(OC)cc3)[C@@H]2C)c2cc(NC(=O)[C@H](C)O)ccc21` gave RAD52 inh 20.0, ARNT TACC3 PPI 6.1, RAD54 inh 4.5, ERAP1 inh -0.9 and F508del corr -1.3.
`Cc1ccc(C(=O)NCCC(=O)NCc2cc(=O)n(C)c(=O)n2C)cc1` gave RAD52 inh -14.6, ARNT TACC3 PPI -9.3, Xi reactivation 0.0, RAD54 inh -7.0, ERAP1 inh 0.4, F508del corr -1.7, GSIS activator 3.2 and esBAF inh -7.6.
OCC1(Cc2ccc(Cl)cc2)CCN(Cc2ccc(Oc3ncccn3)cc2)CC1 was read as RAD52 inh -6.6, Xi reactivation 0.0, RAD54 inh -2.0, ERAP1 inh -0.4, F508del corr 5.0 and GSIS activator 8.0.
`CCCOc1cc(C)c(S(=O)(=O)NC2CC(C)(C)NC(C)(C)C2)cc1C` gave ARNT TACC3 PPI -7.8, Xi reactivation 0.2, GSIS activator 7.6 and esBAF inh -4.3.
For Cc1cc(C(=O)Nc2cccc3c2O[C@H](CN(C)C(=O)Nc2ccc(C(F)(F)F)cc2)[C@@H](C)CN([C@H](C)CO)C3=O)n(C)n1 the results were RAD52 inh 21.3, ARNT TACC3 PPI -6.2, Xi reactivation 0.5, RAD54 inh 3.5, ERAP1 inh -2.6, F508del corr -1.2, GSIS activator 29.2 and esBAF inh -9.9.
`O=C1CC[C@@H](CN(Cc2ccccn2)Cc2nc(Cc3ccccc3)no2)N1` gave RAD52 inh 0.9, Xi reactivation 0.3, RAD54 inh 6.9, ERAP1 inh 1.7, F508del corr 3.0, GSIS activator -0.6 and esBAF inh -8.8.
CCOc1ccc(S(=O)(=O)N2CCC(C(=O)N3CCN(c4ccccc4F)CC3)CC2)cc1C was read as RAD52 inh 19.3, ARNT TACC3 PPI 1.0, Xi reactivation 0.0, RAD54 inh -0.3, ERAP1 inh 3.0, F508del corr 1.9 and GSIS activator -23.9.
CCOC(=O)Cn1c(=NC(=O)CC)sc2c(C)cc(C)cc21 was read as RAD52 inh -10.1, ARNT TACC3 PPI 1.6, Xi reactivation -0.2, RAD54 inh -4.4, ERAP1 inh -2.8, F508del corr -1.3 and GSIS activator 0.6.
For C[C@@H]1CN([C@@H](C)CO)C(=O)c2cc(NC(=O)Cc3ccccc3)ccc2O[C@@H](C)CCCCO[C@@H]1CN(C)C(=O)C1CCCCC1 the results were RAD52 inh 1.1, ARNT TACC3 PPI -3.9, Xi reactivation 0.1, RAD54 inh -6.0, ERAP1 inh 1.1, F508del corr -0.8, GSIS activator -20.5 and esBAF inh -3.9.
C#CCOC(=O)c1ccccc1C(=O)N(CC)CC was read as RAD52 inh -0.9, ARNT TACC3 PPI -15.6, RAD54 inh -6.4, ERAP1 inh -1.5, F508del corr -0.2, GSIS activator 20.2 and esBAF inh -0.3.
Screening O=C(O)C(Cc1c[nH]c2ccccc12)NS(=O)(=O)c1ccc(Cl)cc1 (stereo unspecified) returned RAD52 inh -17.9, ARNT TACC3 PPI -10.0, Xi reactivation 0.1, RAD54 inh -4.3, ERAP1 inh 1.8, F508del corr 0.7, GSIS activator -1.6 and esBAF inh -1.3.

Arranged by count of non-hydrogen atoms (low to high): part of the list above
C#CCOC(=O)c1ccccc1C(=O)N(CC)CC was read as RAD52 inh -0.9, ARNT TACC3 PPI -15.6, RAD54 inh -6.4, ERAP1 inh -1.5, F508del corr -0.2, GSIS activator 20.2 and esBAF inh -0.3.
`O=C1CC[C@@H](CN(Cc2ccccn2)Cc2nc(Cc3ccccc3)no2)N1` gave RAD52 inh 0.9, Xi reactivation 0.3, RAD54 inh 6.9, ERAP1 inh 1.7, F508del corr 3.0, GSIS activator -0.6 and esBAF inh -8.8.
OCC1(Cc2ccc(Cl)cc2)CCN(Cc2ccc(Oc3ncccn3)cc2)CC1 was read as RAD52 inh -6.6, Xi reactivation 0.0, RAD54 inh -2.0, ERAP1 inh -0.4, F508del corr 5.0 and GSIS activator 8.0.

(next part)
CCOC(=O)C1(CCOC)CCN(CC(C)Cc2ccc3c(c2)OCO3)CC1 (stereo unspecified) was read as RAD52 inh -13.8, ARNT TACC3 PPI -2.7, Xi reactivation 0.0, RAD54 inh -5.6, ERAP1 inh 0.4, F508del corr 1.5, GSIS activator -4.3 and esBAF inh 1.4.
O=C(COC(=O)/C=C/c1ccc(S(=O)(=O)N2CCOCC2)cc1)NC1CCCCCCC1 was read as RAD52 inh -42.0, ARNT TACC3 PPI 30.5, Xi reactivation 0.2, ERAP1 inh 2.2, F508del corr -0.5 and GSIS activator -8.1.
For CCCn1c(=O)c2[nH]cnc2n(-c2ccc(Cl)cc2)c1=O the results were RAD52 inh -11.6, ARNT TACC3 PPI -1.3, Xi reactivation 0.0, ERAP1 inh 2.0, F508del corr 3.3, GSIS activator -0.1 and esBAF inh -6.8.
O=C(COc1ccccc1)NCC(=O)Nc1cccc(S(=O)(=O)NC2=NCCC2)c1 was read as RAD52 inh -4.1, ARNT TACC3 PPI -5.1, Xi reactivation 0.0, RAD54 inh 1.7, ERAP1 inh -2.8, F508del corr -2.7, GSIS activator -11.5 and esBAF inh 3.3.
Cc1cccc(N)c1-c1c(C)cccc1N was read as RAD52 inh -14.0, ARNT TACC3 PPI -11.3, Xi reactivation -0.2, ERAP1 inh -3.0, F508del corr 0.2 and GSIS activator 4.9.
CC(C)CNC(=O)C1(C)CCCN1C(=O)c1ccc2ccccc2n1 (stereo unspecified) was read as RAD52 inh -8.1, Xi reactivation 0.3, RAD54 inh 0.1, ERAP1 inh 2.6, F508del corr 1.9, GSIS activator 9.5 and esBAF inh 4.0.
Screening CN(C)C(=O)C[C@@H]1CC[C@@H](NC(=O)Nc2cccc(F)c2)[C@H](CO)O1 returned RAD52 inh -12.5, ARNT TACC3 PPI 4.5, Xi reactivation 0.4, RAD54 inh -3.0, ERAP1 inh -2.4, F508del corr 0.0, GSIS activator 7.5 and esBAF inh 4.9.
Screening C=CC[C@]12C[C@@]3(O[C@H](C4CCCCC4)N=C3C[C@H](c3ccc(OC)cc3)[C@H]1C)N(Cc1ccncc1)C2=O returned RAD52 inh 4.3, Xi reactivation 0.4, ERAP1 inh 1.7 and F508del corr 0.2.
For C[C@@H]1CN([C@H](C)CO)C(=O)Cc2cc(NC(=O)CCN3CCOCC3)ccc2O[C@H]1CN(C)S(=O)(=O)c1ccc(Cl)cc1 the results were RAD52 inh -7.4, ARNT TACC3 PPI -8.3, Xi reactivation -0.4, RAD54 inh -3.5, ERAP1 inh -0.9, F508del corr -0.4, GSIS activator 32.0 and esBAF inh -5.6.
`O=C(OCc1nc(-c2ccccc2Cl)no1)c1ccco1` gave RAD52 inh -3.9, Xi reactivation 0.0, RAD54 inh -4.2, ERAP1 inh 0.0, F508del corr -2.5, GSIS activator 0.4 and esBAF inh 3.1.
`COc1ccnc(NCc2ccc(Cl)cc2)c1C#N` gave RAD52 inh -11.5, ARNT TACC3 PPI -2.8, RAD54 inh 11.2, ERAP1 inh 6.1, GSIS activator 1.2 and esBAF inh -7.9.
Screening CCCCCCCCN1C(=O)[C@H](CC(=O)NCCCCc2ccccc2)C[C@@]2(C(=O)OC)CCCCC=C12 returned RAD52 inh -19.0, Xi reactivation 0.0, ERAP1 inh -0.5, F508del corr 4.7 and GSIS activator 11.7.
`O=C(NCCc1ccc(Cl)cc1)C(=O)c1c[nH]c2ccccc12` gave RAD52 inh -5.8, ARNT TACC3 PPI -4.8, Xi reactivation 0.1, ERAP1 inh 2.9, F508del corr 1.7 and GSIS activator 2.0.
CCCc1oc(C(=O)O)cc1CN1CCOCC1 was read as ARNT TACC3 PPI -4.6, RAD54 inh 19.0, GSIS activator 26.2 and esBAF inh 4.1.
